Assay outcomes from PubChem.
NR2E3 ag-1: inhibitors of NR2E3-RetCOR corepressor binding, primary screen, NR2E3 agonist project, biochemical, TR-FRET, GST-NR2E3, biotin-RetCOR; 1536-well; inhibition of corepressor binding, % at 4.78 µM; AID 2300, 2010; 320,000 compounds, 0.12% hits;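 active = percent inhibition above the cutoff of mean plus 3 SD of all tested compounds, set per screening campaign, cut at about 20% in these data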;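 note: 0% = DMSO wells and 100% = biotin wells as full block of FRET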
Target sequence (Q9Y5X4 whole entry, looked up): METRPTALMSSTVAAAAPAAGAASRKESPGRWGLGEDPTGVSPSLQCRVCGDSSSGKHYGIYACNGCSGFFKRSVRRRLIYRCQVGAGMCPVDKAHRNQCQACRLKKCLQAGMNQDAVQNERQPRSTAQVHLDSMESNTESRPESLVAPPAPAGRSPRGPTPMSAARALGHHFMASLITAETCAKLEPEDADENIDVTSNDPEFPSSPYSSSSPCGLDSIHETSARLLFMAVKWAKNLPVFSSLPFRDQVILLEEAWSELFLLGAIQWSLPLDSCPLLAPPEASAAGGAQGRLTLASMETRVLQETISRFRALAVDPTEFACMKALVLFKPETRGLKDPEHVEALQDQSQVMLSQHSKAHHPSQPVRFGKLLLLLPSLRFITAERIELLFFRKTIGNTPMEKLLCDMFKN
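System: GST-NR2E3 and biotin-RetCOR proteins; probe or stimulus: 7 nM biotin-RetCOR; doses: compound at 4.8 µM, single dose; schedule: Compound–protein incubation for 5 h at 4 °C; detection: time-resolved FRET; read-out: percent inhibition; controls: biotin wells as high control, 0.6% DMSO wells as low control; format: 1536-well plates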
HTR2A ag: mouse Htr2a agonists via beta-arrestin recruitment, primary screen, cell-based, luminescence. activation, % at 7.6 µM. 5-hydroxytryptamine receptor 2A (Mus musculus), P35363. AID 624169, 2012. CHO-K1 mHTR2A beta-arrestin complementation; percent of 30 µM serotonin response. 360,000 compounds, 0.66% hits;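 active = activation above a run cutoff, the mean activation of all tested compounds plus 3 SD, cut at about 14% in these data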;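 note: 0% = plate median of compound wells and 100% = 30 µM serotonin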
Target sequence (P35363 whole entry, looked up): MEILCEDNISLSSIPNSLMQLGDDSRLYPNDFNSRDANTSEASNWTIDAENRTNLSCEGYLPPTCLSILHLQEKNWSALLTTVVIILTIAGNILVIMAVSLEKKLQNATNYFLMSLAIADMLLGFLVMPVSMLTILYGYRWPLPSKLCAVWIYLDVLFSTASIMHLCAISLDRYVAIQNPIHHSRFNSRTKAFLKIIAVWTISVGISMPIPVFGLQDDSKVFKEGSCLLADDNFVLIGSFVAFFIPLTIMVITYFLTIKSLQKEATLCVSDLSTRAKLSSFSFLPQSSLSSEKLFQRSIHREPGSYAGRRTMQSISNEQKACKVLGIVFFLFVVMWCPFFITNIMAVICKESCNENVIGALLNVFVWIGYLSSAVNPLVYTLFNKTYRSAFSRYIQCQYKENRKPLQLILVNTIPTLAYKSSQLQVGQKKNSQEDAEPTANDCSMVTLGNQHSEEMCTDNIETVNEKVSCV
CaV13 ICDI inh: Primary screen for inhibitors of IQ motif and Ca2+-dependent inactivation inhibitor domain binding in CACNA1D, Förster resonance energy transfer in living cells, … | HEK cells, CFP/YFP FRET ICDI-IQ, plate reader, 10 min; percent FRET-ratio fall versus neutral wells | inhibition, % at 12.3 µM | 340,000 compounds, 0.098% hits;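 active = mean replicate inhibition of at least 30% and at least 1% of replicates passing that level; inconclusive = only one of the two criteria is met; inactive = neither criterion is met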;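 note: 0% = median of the neutral control wells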
HIF-2a inh: HIF-2a reporter inhibitors, primary screen, luminescence, 786-0 RCC cells; 786-0 RCC cells HIF-2a reporter, luciferase luminescence, overnight; inhibition, % at 18.8 µM; 360,000 compounds, 0.72% hits; AID 624352, 2012;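 active = inhibition of the luminescence signal of 40% or more relative to plate controls, in a single-dose primary screen at 18.75 µM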
Shn3 3UTR inh: reduction of Shn3 3'UTR firefly luciferase signal, primary screen, Schnurri-3 inhibitor project, cell-based, Clone20 osteoblasts, set 2; inhibition, % at 12.5 µM; Clone20 osteoblast Shn3 3'UTR firefly luciferase, 24 h; 360,000 compounds, 0.52% hits;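 active = mean inhibition of at least 75% with every replicate also reaching 75%; inconclusive = mean inhibition at least 75% but some replicate below; inactive = mean inhibition below 75%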;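 note: 0% = median of neutral control wells and 100% = pilot-screen positive control compound; some compounds past the cut are filed as inactive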
Peg3 promoter: Peg3 promoter-driven luciferase inhibitors, primary screen, cell-based, HeLa, luciferase luminescence | AID 588405, 2011 | HeLa PEG-Prom luciferase reporter, overnight | inhibition, % at 20 µM | 360,000 compounds, 1.7% hits;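 active = inhibition of at least 50% at 20 µM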
NR2E3 ag-2: NR2E3 agonists in two-hybrid cells, primary screen, cell-based, luminescence, CHO-S, Gal4-NCOR/VP16-NR2E3. inhibition of corepressor binding, % at 3.98 µM. 360,000 compounds, 0.35% hits. luciferase. AID 602229, 2012. Photoreceptor-specific nuclear receptor (Homo sapiens), Q9Y5X4;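 active = inhibition above the mean of all tested compounds plus 3 SD, cut at about 70% in these data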;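 note: 0% = DMSO with NR2E3 transfected cells and 100% = cells lacking NR2E3 construct; higher means lower luciferase signal from less NR2E3 corepressor binding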
MITF TRPM1 inh: inhibitors of MITF-dependent TRPM1 promoter reporter, primary screen, cell-based, SK-MEL-5, single point, luciferase. SK-MEL-5 TRPM1 promoter luciferase, 24 h. inhibition, % at 12.5 µM. 330,000 compounds, 0.83% hits. AID 488899, 2010;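 active = mean inhibition across replicates of 60% or more, whatever share of single replicates reaches that level; inconclusive = some that reach 60%, reason not given; inactive = mean inhibition across replicates below 60%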; note: values of inactives mirror those of a sister screen read the other way
Cardio protect: cardioprotection against H2O2-induced cell death, primary screen, uHTS, H9c2 cells, ATPLite luminescence. H9c2 cardiomyocytes, H2O2 injury protection, 2 h. protection from H2O2 cell death, % at 20 µM. 360,000 compounds, 0.63% hits. AID 588492, 2011;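 active = compounds giving at least 50% protection of heart cells from peroxide-induced death in the single-dose screen, raw or plate-pattern-corrected value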;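 note: 0% = DMSO wells with peroxide and 100% = DMSO wells without peroxide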
PDI turbidity: inhibitors of human PDI, primary screen, biochemical, turbidity, single point, plate reader; Protein disulfide-isomerase (Homo sapiens), P07237; PDI insulin aggregation turbidity, A650, 90 min; inhibition, % at 10 µM; 350,000 compounds, 0.052% hits;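 active = mean inhibition across replicates of 30% or more, whatever share of single replicates reach that level; inconclusive = mean inhibition below 30% while every single replicate reaches 30%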;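 note: absorbance from insulin aggregation driven by PDI reduction with DTT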
iPSC survival up: enhancers of single-cell hiPSC survival, primary screen, ATPlite luminescence | 100% = ROCK inhibitor wells, 0% = DMSO | survival enhancement, % at 20 µM | 360,000 compounds, 0.044% hits | AID 602274, 2012; in the data active = survival enhancement above about 18%;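 note: cells exposed to compounds for 16 hours before the ATP read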
Active calls of the source: *; ? = inconclusive; . = not tested or not shown.

#1 Nc1ccccc1Nc1cc(-c2cccc(Cl)c2)nn1-c1ccccc1
#2 N#C/C(=C\c1cc([N+](=O)[O-])c(N2CCOCC2)cc1N1CCOCC1)c1nc2ccccc2[nH]1
#3 Cc1cccc(NC(=O)CCSc2ccccc2)c1C
#4 Cc1nnc(Sc2cc(C(=O)NCCCN(C)Cc3ccccc3)c3ccccc3n2)s1
#5 COc1ccc(/C(N)=N/O)c(OC)c1
#6 CCSc1nnc(NC(=O)C2C3C=CC(C3)C2C(=O)O)s1 (stereo not drawn)
#7 O=C(COC(=O)c1ccc(F)cc1F)Nc1ncccn1
#8 CCOc1ccc(NC(=O)c2ccccc2O)cc1

screen / no.	1	2	3	4	5	6	7	8
NR2E3 ag-1	-1	0	3	-1	1	0	8	6
HTR2A ag	-1	-1	5	-5	-4	1	2	-2
CaV13 ICDI inh	-9	.	-5	-6	-7	-3	-14	.
HIF-2a inh	-174	-1	-87	2	13	13	8	-219
Shn3 3UTR inh	-11	23	-3	-21	11	-4	-21	-65
Peg3 promoter	-82	29	-95	-9	6	10	22	-240
NR2E3 ag-2	-20	-34	14	-13	9	1	-6	-180
MITF TRPM1 inh	-9	-18	-9	5	-5	-5	-2	-85
Cardio protect	-2	22	1	7	0	-5	4	-19
PDI turbidity	11	10	12	-2	4	-13	5	-6
iPSC survival up	-0.5	-0.7	-1.2	-1.2	-1.1	5.2	-0.1	-2.6

3 compounds already listed, arranged by their value in Shn3 3UTR inh, falling.
| # | molecule | NR2E3 ag-1 | HTR2A ag | CaV13 ICDI inh | HIF-2a inh | Shn3 3UTR inh | Peg3 promoter | NR2E3 ag-2 | MITF TRPM1 inh | PDI turbidity |
| --- | --- | --- | --- | --- | --- | --- | --- | --- | --- | --- |
| 2 | N#C/C(=C\c1cc([N+](=O)[O-])c(N2CCOCC2)cc1N1CCOCC1)c1nc2ccccc2[nH]1 | 0 | -1 | . | -1 | 23 | 29 | -34 | -18 | 10 |
| 3 | Cc1cccc(NC(=O)CCSc2ccccc2)c1C | 3 | 5 | -5 | -87 | -3 | -95 | 14 | -9 | 12 |
| 1 | Nc1ccccc1Nc1cc(-c2cccc(Cl)c2)nn1-c1ccccc1 | -1 | -1 | -9 | -174 | -11 | -82 | -20 | -9 | 11 |

(listing goes on)
#9 c1ccc2c(-c3nn[nH]n3)cccc2c1
#10 CC1(C)CC(=O)C=C(c2cc3ccccc3s2)C1
#11 CCOc1ccccc1N1CCN(C(=O)NCc2ccc(Cl)cc2)CC1
#12 COCc1ccc(C(=O)N2CCCC(Nc3ccc(C(C)C)cc3)C2)s1 (stereo not drawn)
#13 Cc1cccc(-c2cnc3cccnn23)c1
#14 COc1ccc(OCC(=O)Nc2ccccc2N2CCCCC2)cc1
#15 Cc1ccc(C)c(NC(=O)CSc2nnc(CCNC(=O)OC(C)(C)C)o2)c1
#16 Cc1cccc(N2C(=O)CC(Sc3ccccc3C(=O)O)C2=O)c1 (stereo not drawn)

screen / no.	9	10	11	12	13	14	15	16
NR2E3 ag-1	-2	-1	-4	1	.	1	-2	-4
HTR2A ag	-1	4	-7	-2	-4	-10	4	1
CaV13 ICDI inh	-2	0	-3	-7	-4	.	-9	-6
HIF-2a inh	13	-231	-5	8	-132	11	9	11
Shn3 3UTR inh	-17	-4	12	5	-22	24	5	10
Peg3 promoter	8	-112	12	16	-98	37	3	6
NR2E3 ag-2	8	-58	-1	10	-42	-55	11	-21
MITF TRPM1 inh	-18	-33	-1	-4	.	5	1	11
Cardio protect	12	-5	2	-6	-1	-9	2	8
PDI turbidity	5	6	-7	-6	9	20	5	15
iPSC survival up	-2.2	5.4	0.0	-0.1	-1.6	-0.5	-0.6	1.0

#17 CCc1noc(C)c1C(=O)Nc1ccc(C#N)cc1
#18 CCOC(=O)[C@@H]1[C@H]2COc3ccccc3[C@@H]2N2C(=O)N(c3cccc(Cl)c3)C(=O)[C@@]12C
#19 O=C(NC(=S)NCCN1CCOCC1)c1ccccc1
#20 O=C(CC(c1ccccc1)c1cc(Br)ccc1O)N1CCCC1 (stereo not drawn)
#21 Cc1cc(C)cc(C(=O)OCC(=O)NCCNC(=O)COC(=O)c2cc(C)cc(C)c2)c1
#22 Clc1cc(-c2ccc(/C=N/n3cnnc3)o2)ccc1Br
#23 COC(=O)c1c(NC(=O)CN2C(=O)NC3(CCC(C)CC3)C2=O)sc2c1CCC2 (stereo not drawn)
#24 COc1ccc(C(=O)Cn2c(NCCO)nc3ccccc32)cc1OC

screen / no.	17	18	19	20	21	22	23	24
NR2E3 ag-1	0	5	7	-3	3	0	3	-3
HTR2A ag	7	-3	1	8	5	-3	-1	1
CaV13 ICDI inh	-5	-10	-2	0	-6	-5	-3	-11
HIF-2a inh	15	-43	-5	22	8	-30	6	11
Shn3 3UTR inh	-6	15	2	4	3	-10	6	-13
Peg3 promoter	0	-18	-13	22	11	-52	11	9
NR2E3 ag-2	-31	-23	-2	-2	19	-11	18	-2
MITF TRPM1 inh	0	-20	7	3	-13	-2	-5	-2
Cardio protect	1	-3	9	3	3	1	-6	1
PDI turbidity	7	0	-16	11	1	9	8	-9
iPSC survival up	0.1	-3.7	0.9	-0.8	-0.3	1.2	-2.1	-0.1

#25 O=C(Nc1cc(N2CCOCC2)ncn1)c1ccccc1
#26 CC(C)(C)OC(=O)N[C@@H](Cc1ccccc1)C(=O)NCC1CCC(C(=O)O)CC1 (stereo partly drawn)
#27 Cc1oc2c(C)c3oc(=O)c(CCC(=O)N4CCC(C(=O)NCCC(=O)O)(c5ccccc5)CC4)c(C)c3cc2c1C
#28 COc1ccc(NC(=O)NCCCN2CCCCC2C)cc1 (stereo not drawn)
#29 CS(=O)(=O)N(CC(=O)NCCSCc1ccccc1)c1ccccc1Cl
#30 O=S(=O)(Nc1ncnc2sccc12)c1cccc(F)c1
#31 COc1ccc(C2(C(F)(F)F)NC(=O)N(C)C(=O)N2C)cc1 (stereo not drawn)
#32 COc1cc(C(=S)N2CCOCC2)ccc1OC(=O)c1ccc([N+](=O)[O-])cc1[N+](=O)[O-]

screen / no.	25	26	27	28	29	30	31	32
NR2E3 ag-1	1	3	1	4	-2	.	-3	2
HTR2A ag	5	-1	3	-1	-6	1	2	4
CaV13 ICDI inh	.	-15	-13	-3	-2	-7	-8	-4
HIF-2a inh	-79	12	10	-2	17	21	15	1
Shn3 3UTR inh	-26	14	10	-4	0	-3	11	8
Peg3 promoter	-47	1	8	-5	18	9	4	11
NR2E3 ag-2	1	-23	-24	-23	5	-16	0	-31
MITF TRPM1 inh	-22	4	-6	11	1	13	0	6
Cardio protect	-6	-2	0	1	8	5	10	1
PDI turbidity	-7	2	10	-5	2	-12	-8	-1
iPSC survival up	-0.6	-0.5	0.6	-0.3	0.0	-0.3	-1.5	-0.3

Values in list order from the entries so far:
Nos. 25 to 32 in Cardio protect, in turn: -6, -2, 0, 1, 8, 5, 10, 1

Further structures follow:
#33 c1coc(-c2cnc3ccccc3n2)c1
#34 COCCCNC(=O)/C=C/c1ccc(OCc2c(F)cccc2Cl)cc1
#35 CCOC(=O)c1cc(N2CCCCC2)nc2ccccc12
#36 CC(=O)Oc1ccc2c(=O)c(-c3ccccc3)c(C)oc2c1
#37 CCC1(C)Cc2ccccc2-c2nc(NCCCO)n(-c3ccccc3)c(=O)c21 (stereo not drawn)
#38 Cc1ccc(NC(=S)N/N=C/c2c(C)[nH]c3ccccc23)cc1
#39 c1ccc2c(-c3nc4ccccc4[nH]3)cccc2c1
#40 COc1ccc(OC)c(NC(=O)CSc2nc(O)cc(=O)n2CC(C)C)c1

screen / no.	33	34	35	36	37	38	39	40
NR2E3 ag-1	.	-2	.	-2	0	-2	.	.
HTR2A ag	-2	0	-4	0	-1	1	-5	-4
CaV13 ICDI inh	-7	-6	-6	.	-4	-5	-2	-6
HIF-2a inh	-164	40	-6	-18	8	-185	-161	18
Shn3 3UTR inh	-102	0	13	-1	7	-9	-26	1
Peg3 promoter	-249	-8	16	-18	11	-48	-200	-9
NR2E3 ag-2	-100	-1	-21	-22	12	-19	-129	-4
MITF TRPM1 inh	.	29	-1	.	-2	-24	.	8
Cardio protect	-2	-8	-8	-4	16	-15	0	5
PDI turbidity	?	-5	-1	.	3	-6	-7	3
iPSC survival up	-2.6	0.1	0.3	0.6	-1.0	-3.9	-2.5	4.3

#41 O=C1/C(=C\c2ccccn2)SC(=S)N1Nc1ncc(C(F)(F)F)cc1Cl
#42 CSc1cccc(NC(=O)NNC(=O)C2CCN(S(=O)(=O)N(C)C)CC2)c1
#43 COc1ccc(C(=O)N[C@H](C(=O)NC2CCCCC2)C(C)C)cc1
#44 Cc1ccc(S(=O)(=O)n2cccc2CO)cc1
#45 CN(C)/C=C/c1onc(-c2ccccc2Cl)c1C#N
#46 CC1CCCC(NC(=O)CCn2c(=O)oc3ccccc32)C1C (stereo not drawn)
#47 CC(C)C1OC(c2cccc(NC(=O)c3cccs3)c2)OCC1(C)C (stereo not drawn)
#48 O=C(Nc1cc(Cl)ccc1N1CCOCC1)c1ccc(Br)o1
#49 COc1cccc(C2C(C#N)=C(N)Oc3cc(C)oc(=O)c32)c1OC (stereo not drawn)
#50 COc1cccc(CN(C)C[C@H]2OCc3cnnn3CCCC(=O)N([C@@H](C)CO)C[C@@H]2C)c1

screen / no.	41	42	43	44	45	46	47	48	49	50
NR2E3 ag-1	0	-2	.	-1	2	3	0	-2	-2	.
HTR2A ag	2	10	-2	0	4	5	-4	5	1	-3
CaV13 ICDI inh	.	-13	-6	-7	-1	.	-20	.	-4	-3
HIF-2a inh	14	12	-2	7	-163	16	14	12	10	9
Shn3 3UTR inh	-4	-7	1	-21	-39	-1	24	-8	-5	-22
Peg3 promoter	2	-4	3	0	-172	5	10	12	16	7
NR2E3 ag-2	-20	-8	4	16	-20	6	-4	-21	14	-13
MITF TRPM1 inh	13	1	5	10	-16	4	-4	11	10	.
Cardio protect	-4	3	-3	3	-4	2	-14	-2	2	18
PDI turbidity	-4	3	0	-2	9	-3	-3	4	2	1
iPSC survival up	-0.9	-0.6	0.6	6.3	-0.3	-1.5	0.0	-0.1	-1.5	1.4
